# Compound activity from PubChem.
# BioA inh: inhibitors of Mycobacterium tuberculosis BioA enzyme. actives 0.096% (n = 360,000). inhibition, % at 9.99 µM. purified M. tuberculosis BioA enzyme, plate reader; in the data active = inhibition above about 40%
# * marks the source's active call; other numbers are inactive results. Some of the compounds tested; rates above refer to the full screens.
# Sample of the layout:
> CCCN1[C@@H]2c3ccc(C4=CCCCC4)c(=O)n3C[C@H]1[C@H](CO)[C@H]2C(=O)N1CCc2ccccc2C1
- BioA inh: -1.4

> C[C@H]1CN([C@@H](C)CO)C(=O)c2cc(NS(=O)(=O)c3cccs3)ccc2O[C@@H]1CN(C)C
- BioA inh: 1.0

> O=C(C[C@@H]1C[C@@H]2c3cc(NC(=O)Cc4ccncc4)ccc3O[C@@H]2[C@H](CO)O1)NCc1ccc(-c2ccccc2)cc1
- BioA inh: -0.6

> C[C@@H]1CN([C@@H](C)CO)C(=O)c2cc(C#Cc3ccccc3)cnc2O[C@H]1CN(C)C(=O)C1CC1
- BioA inh: 0.0

# This part in full, previewed entries included:
> CCCN1[C@@H]2c3ccc(C4=CCCCC4)c(=O)n3C[C@H]1[C@H](CO)[C@H]2C(=O)N1CCc2ccccc2C1
- BioA inh: -1.4

> C[C@H]1CN([C@@H](C)CO)C(=O)c2cc(NS(=O)(=O)c3cccs3)ccc2O[C@@H]1CN(C)C
- BioA inh: 1.0

> O=C(C[C@@H]1C[C@@H]2c3cc(NC(=O)Cc4ccncc4)ccc3O[C@@H]2[C@H](CO)O1)NCc1ccc(-c2ccccc2)cc1
- BioA inh: -0.6

> C[C@@H]1CN([C@@H](C)CO)C(=O)c2cc(C#Cc3ccccc3)cnc2O[C@H]1CN(C)C(=O)C1CC1
- BioA inh: 0.0

> C[C@@H]1CCCCO[C@@H](CN(C)C(=O)Nc2cccc3ccccc23)[C@@H](C)CN([C@H](C)CO)C(=O)c2cc(NC(=O)NC3CCCCC3)ccc2O1
- BioA inh: -2.2

> C[C@H]1CN([C@@H](C)CO)C(=O)Cc2cc(NC(=O)CCCCCC(=O)Nc3ccccc3N)ccc2O[C@H]1CN(C)C(=O)Nc1ccccc1
- BioA inh: -2.6

> C[C@H]1CN([C@@H](C)CO)S(=O)(=O)c2ccc(C3=CCCCC3)cc2O[C@H]1CN(C)C(=O)CN(C)C
- BioA inh: 1.0

> C[C@H](CO)N1C[C@H](C)[C@@H](CN(C)Cc2ccc3c(c2)OCO3)OCCCC[C@H](C)Oc2ccc(NC(=O)CCCN(C)C)cc2C1=O
- BioA inh: 3.1

> CCCN1[C@H](C(=O)N2CCN(C)CC2)[C@@H](CO)[C@@H]2Cn3c(ccc(-c4ccccc4F)c3=O)[C@@H]21
- BioA inh: -1.3

> C[C@H]1CN([C@@H](C)CO)S(=O)(=O)c2ccc(C3=CCCC3)cc2O[C@@H]1CN(C)C(=O)c1ccccc1
- BioA inh: 1.3

> COCC#Cc1ccc2c(c1)O[C@@H](CN(C)CC1CCOCC1)[C@H](C)CN([C@H](C)CO)S2(=O)=O
- BioA inh: 0.0

> C[C@@H]1CN([C@@H](C)CO)C(=O)Cc2cc(NC(=O)C3CCCCC3)ccc2O[C@H]1CN(C)Cc1ccc(Cl)c(Cl)c1
- BioA inh: -1.7

> CC(=O)Nc1ccc2c(c1)C(=O)N(C)[C@@H]1CC[C@@H](CC(=O)Nc3cn(C)nc3C)O[C@H]1CO2
- BioA inh: 1.4

> COc1ccc(NC(=O)N2CCCCN3[C@H](CO)[C@H](c4ccc(-c5ccccc5F)cc4)[C@H]3C2)cc1
- BioA inh: 2.2

> CCC(=O)Nc1ccc2c(c1)C(=O)N(C)C[C@@H](OC)[C@H](C)CN(C(=O)c1ccncc1)[C@H](C)CO2
- BioA inh: -2.0

> O=C(C[C@H]1C=C[C@@H](NC(=O)C2CC2)[C@@H](CO)O1)NCc1ccncc1
- BioA inh: -0.9

> C[C@@H]1CN([C@H](C)CO)C(=O)c2cc(NS(=O)(=O)c3cn(C)cn3)ccc2O[C@@H](C)CCCCO[C@@H]1CN(C)Cc1ccncc1
- BioA inh: 0.0

> CCS(=O)(=O)Nc1ccc2c(c1)C(=O)N(C)C[C@@H](OC)[C@@H](C)CN[C@@H](C)CO2
- BioA inh: -1.7

> CNC(=O)C[C@H]1CC[C@H]2[C@H](COc3ccc(NC(=O)c4ccc(C(F)(F)F)cc4)cc3C(=O)N2C)O1
- BioA inh: 1.2

> CO[C@@H]1CN(C)C(=O)c2cc(NC(=O)Nc3ccccc3F)ccc2OC[C@H](C)N(C(C)=O)C[C@H]1C
- BioA inh: 1.5

> COc1ccc(NC(=O)Nc2cccc3c2O[C@H](CN(C)S(=O)(=O)c2ccc(OC)cc2)[C@@H](C)CN([C@@H](C)CO)C3=O)cc1
- BioA inh: 0.3

> C[C@H](CO)N1C[C@H](C)[C@@H](CN(C)Cc2ccc(C(=O)O)cc2)Oc2ccc(NC(=O)CCN3CCOCC3)cc2C1=O
- BioA inh: 2.6

> CO[C@H]1CN(C)C(=O)c2cc(NC(=O)c3ccccc3)ccc2OC[C@@H](C)N(CC2CC2)C[C@@H]1C
- BioA inh: -1.9

> COCCNC(=O)C[C@@H]1CC[C@@H]2[C@@H](COc3ccc(NC(C)=O)cc3C(=O)N2C)O1
- BioA inh: -1.5

> O=C(c1ccc(F)cc1)N1CC[C@@H]2[C@H](CO)Nc3ccc(C#Cc4ccc(F)cc4)cc3[C@@H]21
- BioA inh: -2.0

> CCCNC(=O)Nc1ccc2c(c1)C(=O)N(C)C[C@H](OC)[C@H](C)CN(Cc1ccncc1)[C@@H](C)CO2
- BioA inh: -0.3

> C[C@@H]1CN([C@@H](C)CO)C(=O)c2cc(-c3ccc(F)cc3)cnc2O[C@H]1CN(C)Cc1ccccn1
- BioA inh: 2.0

> C[C@H](CO)N1C[C@H](C)[C@H](CN(C)C(=O)Nc2ccc(C(F)(F)F)cc2)OCCCC[C@H](C)Oc2ccc(NC(=O)c3ccncc3)cc2C1=O
- BioA inh: -1.7

> C[C@@H]1CN([C@@H](C)CO)C(=O)c2cccc(NC(=O)C3CC3)c2O[C@@H]1CN(C)Cc1ccncc1
- BioA inh: -3.2

> CC(C)NC(=O)N1[C@H](CO)[C@@H](c2ccccc2)[C@@H]1CN(C)C(=O)c1ccccc1
- BioA inh: -2.0

> COc1ccc(NC(=O)N(C)C[C@H]2OCCCC[C@@H](C)Oc3ccc(NC(=O)CCC(F)(F)F)cc3C(=O)N([C@H](C)CO)C[C@@H]2C)cc1
- BioA inh: 1.1

> Cc1cc(C(=O)Nc2cccc3c2O[C@H](CN(C)C(=O)Nc2ccc(C(F)(F)F)cc2)[C@@H](C)CN([C@@H](C)CO)C3=O)n(C)n1
- BioA inh: -0.7

> C[C@H](CO)N1C[C@H](C)[C@H](CN(C)Cc2ccccc2)Oc2ccc(NC(=O)Nc3cccc4ccccc34)cc2C1=O
- BioA inh: -0.1

> CO[C@@H]1CN(C)C(=O)c2ccc(NC(=O)c3ccccc3)cc2OC[C@H](C)N(C(C)=O)C[C@H]1C
- BioA inh: -4.5

> COCC(=O)NC[C@@H]1[C@@H](c2ccc(-c3ccccc3)cc2)[C@H](CO)N1C(C)=O
- BioA inh: -2.2

> C[C@@H]1CN([C@H](C)CO)S(=O)(=O)c2ccc(-c3ccc(C#N)cc3)cc2O[C@@H]1CN(C)C
- BioA inh: 2.6

> CNC[C@@H]1OCCCC[C@@H](C)Oc2ccc(NS(=O)(=O)c3ccc(OC)cc3)cc2C(=O)N([C@H](C)CO)C[C@@H]1C
- BioA inh: -1.3

> O=C(C[C@H]1CC[C@@H]2[C@H](COC[C@H](O)CN2Cc2cccc(F)c2)O1)NCCc1ccncc1
- BioA inh: -0.8

> C[C@H](CO)N1C[C@H](C)[C@H](CN(C)S(=O)(=O)c2ccc(F)cc2)Oc2c(NS(=O)(=O)c3cccs3)cccc2C1=O
- BioA inh: -1.0

> CCC(=O)Nc1ccc2c(c1)C(=O)N(C)[C@H]1CC[C@@H](CC(=O)NCCc3ccncc3)O[C@@H]1CO2
- BioA inh: 1.2

> C[C@@H]1CN([C@H](C)CO)C(=O)Cc2cc(NC(=O)Cc3ccccc3)ccc2O[C@@H]1CN(C)Cc1ccc(C(F)(F)F)cc1
- BioA inh: 0.3

> C[C@@H]1CCCCO[C@@H](CN(C)C(=O)Nc2cccc3ccccc23)[C@H](C)CN([C@H](C)CO)C(=O)c2cc(NS(=O)(=O)c3cccs3)ccc2O1
- BioA inh: -1.1

> COCC(=O)Nc1ccc2c(c1)C(=O)N(C)C[C@H](OC)[C@H](C)CN(C(=O)COC)[C@H](C)CO2
- BioA inh: -1.3

> O=C(C[C@H]1CC[C@@H]2[C@H](COC[C@@H](O)CN2Cc2ccccc2)O1)NCCCN1CCOCC1
- BioA inh: 0.1

> O=C(C[C@H]1CC[C@H]2NC[C@H](O)COC[C@@H]2O1)Nc1ccccc1
- BioA inh: -1.5

> CC(C)NC(=O)Nc1ccc2c(c1)C(=O)N([C@@H](C)CO)C[C@H](C)[C@@H](CN(C)Cc1ccc3c(c1)OCO3)OCCCC[C@@H](C)O2
- BioA inh: 5.7

> CC(C)[C@@H](C)NC(=O)N(C)C[C@H]1OCc2ccccc2-c2c(n(C)c3ccccc23)C(=O)N([C@@H](C)CO)C[C@@H]1C
- BioA inh: -1.0

> CNC[C@@H]1Oc2ncc(-c3ccc(C)cc3)cc2C(=O)N([C@H](C)CO)C[C@@H]1C
- BioA inh: 0.9

> COc1ccc(S(=O)(=O)N(C)C[C@H]2OCCCC[C@H](C)Oc3ccc(NC(=O)Nc4ccc(C(F)(F)F)cc4)cc3C(=O)N([C@H](C)CO)C[C@@H]2C)cc1
- BioA inh: -0.5

> C[C@@H]1CN([C@H](C)CO)C(=O)c2cc(NC(=O)NC3CCCCC3)ccc2O[C@H]1CN(C)S(=O)(=O)c1ccc(F)cc1
- BioA inh: 6.5

> C=CCNC(=O)[C@H]1[C@@H]2C(=O)O[C@@H](c3ccccc3)[C@@H](c3ccccc3)N2[C@@H](c2ccccc2OCCO)[C@]12C(=O)Nc1ccc(C#CCC(C(=O)OC)C(=O)OC)cc12
- BioA inh: -0.3

> C[C@H]1CN([C@@H](C)CO)S(=O)(=O)c2ccc(C#CC3CC3)cc2O[C@@H]1CN(C)C(=O)c1cccnc1
- BioA inh: 1.7

> C[C@H](O)C#Cc1cnc2c(c1)C(=O)N([C@H](C)CO)C[C@H](C)[C@H](CN(C)C(=O)Cc1ccccn1)O2
- BioA inh: 0.0

> COc1cccc(CNC(=O)C[C@@H]2CC[C@@H](NS(=O)(=O)c3ccccc3OC)[C@H](CO)O2)c1
- BioA inh: 0.4

> C[C@H]1CN([C@@H](C)CO)S(=O)(=O)c2ccc(C#CCC3CCCC3)cc2O[C@@H]1CN(C)C(=O)c1ccccn1
- BioA inh: 2.0

> CN1C(=O)c2cc(NC(=O)C3CC3)ccc2OC[C@@H]2O[C@@H](CC(=O)NCc3cccc(F)c3)CC[C@H]21
- BioA inh: -0.6

> C[C@H]1CN([C@@H](C)CO)C(=O)Cc2cc(NC(=O)Nc3ccccc3)ccc2O[C@@H]1CN(C)C(=O)Nc1ccc(F)cc1
- BioA inh: 6.2

> O=C(Nc1ccc2c(c1)[C@@H]1C[C@@H](CC(=O)N3CCOCC3)O[C@@H](CO)[C@@H]1O2)Nc1ccccc1F
- BioA inh: -1.8

> C[C@H]1CN([C@@H](C)CO)C(=O)c2cccc(NS(=O)(=O)c3ccc(F)cc3)c2O[C@H]1CN(C)C(=O)Nc1ccc(F)cc1
- BioA inh: 2.3

> Cc1noc(C)c1S(=O)(=O)N(C)C[C@@H]1OCCCC[C@@H](C)Oc2ccc(N(C)C)cc2C(=O)N([C@@H](C)CO)C[C@@H]1C
- BioA inh: -1.0

> C[C@@H]1CN([C@H](C)CO)C(=O)c2cccc(NC(=O)Nc3ccc(F)cc3)c2O[C@H]1CN(C)C(=O)NC1CCCCC1
- BioA inh: 2.0

> O=C(C[C@H]1C=C[C@H](NC(=O)C2CCOCC2)[C@H](CO)O1)NCc1ccncc1
- BioA inh: 0.4

> CCCN(C)C[C@@H]1Oc2ncc(Br)cc2C(=O)N([C@H](C)CO)C[C@H]1C
- BioA inh: -1.7

> COCC#Cc1cnc2c(c1)C(=O)N([C@H](C)CO)C[C@H](C)[C@@H](CN(C)Cc1ccccc1F)O2
- BioA inh: 0.0

> Cc1ccc(S(=O)(=O)N2C[C@H](O)COC[C@@H]3O[C@H](CC(=O)N[C@H]4CCN(Cc5ccccc5)C4)CC[C@H]32)cc1
- BioA inh: -0.3

> CCNC(=O)C[C@H]1CC[C@H]2[C@H](COc3ccc(NC(=O)Nc4ccccc4Cl)cc3C(=O)N2C)O1
- BioA inh: 0.2

> C[C@@H](NC(=O)C[C@@H]1CC[C@H]2[C@H](COc3ccc(NS(=O)(=O)c4ccc(Cl)cc4)cc3C(=O)N2C)O1)c1ccccc1
- BioA inh: -2.0

> C[C@@H]1CCCCO[C@@H](CN(C)C)[C@@H](C)CN([C@H](C)CO)C(=O)c2cc(NC(=O)Nc3ccc(C(F)(F)F)cc3)ccc2O1
- BioA inh: -1.5

> CCNC(=O)[C@@H]1[C@@H](CO)[C@@H]2Cn3c(ccc(-c4ccccc4)c3=O)[C@@H]2N1C(=O)C1CCCC1
- BioA inh: -1.6

> Cc1ccc(S(=O)(=O)N[C@@H]2C=C[C@@H](CC(=O)NCc3ccccc3F)O[C@@H]2CO)cc1
- BioA inh: -0.9

> O=C(Nc1ccc(F)cc1)N[C@@H]1CC[C@@H](CCNC(=O)c2cc(Cl)cc(Cl)c2)O[C@@H]1CO
- BioA inh: -1.0

> CCCNC(=O)C[C@H]1CC[C@H]2[C@@H](COc3ccc(NS(=O)(=O)CC)cc3C(=O)N2C)O1
- BioA inh: -2.8

> CCCN(C)C[C@H]1Oc2cc(C#CCC(C)C)ccc2S(=O)(=O)N([C@@H](C)CO)C[C@H]1C
- BioA inh: 0.7

> C[C@H]1CN([C@@H](C)CO)S(=O)(=O)c2ccc(C#Cc3ccccn3)cc2O[C@@H]1CN(C)Cc1cccc(F)c1
- BioA inh: -4.0

> CO[C@@H]1CN(C)C(=O)c2cc(NS(=O)(=O)c3c(C)noc3C)ccc2OC[C@H](C)NC[C@@H]1C
- BioA inh: -3.3

> C[C@H]1CN([C@@H](C)CO)C(=O)c2cc(Br)cnc2O[C@H]1CN(C)C(=O)c1ccccc1
- BioA inh: 2.3

> O=C(C[C@@H]1CC[C@H](NC(=O)c2cccnc2)[C@H](CO)O1)NCc1ccncn1
- BioA inh: -1.3

> CN1C(=O)c2cc(NC(=O)c3cccc(F)c3)ccc2OC[C@@H]2O[C@@H](CC(=O)N3CCc4ccccc4C3)CC[C@@H]21
- BioA inh: -3.9

> CCCNC(=O)N1C[C@@H](O)COC[C@@H]2O[C@H](CC(=O)N3CCN(C)CC3)CC[C@H]21
- BioA inh: -1.6
